# Bioassay records as filed in PubChem BioAssay.
# M18AAP inhibitor = PfM18AAP inhibitors, malaria aminopeptidase, primary screen, biochemical, QFRET, recombinant enzyme; M18 aspartyl aminopeptidase (Plasmodium falciparum 3D7); H-Glu-NHMec fluorogenic cleavage; inhibition, % at 7.35 µM; 290,000 compounds, 1.2% hits; AID 1822, 2009;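 active = inhibition above the campaign mean inhibition over all tested compounds plus 3 SD, cut at about 28% in these data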;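 note: 0% = plate median of test compound wells and 100% = 2 mM ZnCl2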
# MEKK2mut PB1 HTS = MEK5 binding signal on mutant MEKK2 PB1, primary screen, biochemical, multiplex bead flow cytometry, Alexa488-MEK5; Alexa488-MEK5 binding to MEKK2 mutant; percent response, % at 10 µM; 290,000 compounds, 0.35% hits; in the data active = percent response above about 24%, passing the limit was not always enough; note: inactives centre near 1; some results filed as inactive read as strong as hits; reference of the scale not given here
# OXTR agonist = human OXTR agonists, primary screen, fluorescence, CHO-OTR cells, Fluo-8 calcium. activation, % at 3 µM. Fluo-8 calcium fluorescence; normalized: DMSO 0%, oxytocin 100%. Oxytocin receptor (Homo sapiens), P30559. 320,000 compounds, 0.32% hits;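 active = activation above the mean of all tested compounds plus 3 SD, cutoff set per screening run, cut at about 20% in these data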;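 note: peak over basal fluorescence ratio from a 100 s FLIPR kinetic read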
# Target sequence (P30559 whole entry, looked up): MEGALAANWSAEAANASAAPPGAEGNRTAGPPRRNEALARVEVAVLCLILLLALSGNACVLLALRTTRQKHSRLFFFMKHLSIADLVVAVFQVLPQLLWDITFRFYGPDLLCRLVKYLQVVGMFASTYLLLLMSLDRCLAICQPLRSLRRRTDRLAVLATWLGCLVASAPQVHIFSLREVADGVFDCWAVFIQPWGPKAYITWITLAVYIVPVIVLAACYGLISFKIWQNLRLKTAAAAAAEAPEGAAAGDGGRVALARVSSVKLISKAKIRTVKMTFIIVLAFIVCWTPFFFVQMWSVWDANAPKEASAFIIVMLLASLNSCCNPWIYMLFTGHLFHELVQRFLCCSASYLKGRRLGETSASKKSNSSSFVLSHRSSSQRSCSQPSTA
# NALP1 yeast inh = NALP1 inflammasome inhibitors in reconstituted yeast, colorimetric, S. cerevisiae, triplicate retest; S. cerevisiae NALP1/ASC/caspase-1 growth, X-gal OD620, 72 h; inhibition, % at 10 µM; 280,000 compounds, 0.61% hits; AID 2071, 2009; in the data active = inhibition mostly above about 24%, no sharp cut-off; inactive = mostly below about 32%; note: some compounds called inactive have numbers as strong as hits
# DNA FID counter = compounds displacing fluorescent DNA intercalator, primary screen, artefact control for HCV NS3 helicase inhibitor project, biochemical, FID fluorescence; inhibition, % at 7.9 µM; DNA fluorescent intercalator displacement; 290,000 compounds, 0.17% hits; in the data active = inhibition above about 37%;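 note: 0% = vehicle and 100% = reference compound; higher means more ethidium bromide displaced from hairpin DNA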
# PHOSPHO1 block = PubChem AID 1565; 290,000 compounds, 1.1% hits; inhibition, % at 13.3 µM; recombinant PHOSPHO1, absorbance phosphatase assay; in the data active = inhibition above about 60%
# Target sequence (Q8TCT1 whole entry, looked up): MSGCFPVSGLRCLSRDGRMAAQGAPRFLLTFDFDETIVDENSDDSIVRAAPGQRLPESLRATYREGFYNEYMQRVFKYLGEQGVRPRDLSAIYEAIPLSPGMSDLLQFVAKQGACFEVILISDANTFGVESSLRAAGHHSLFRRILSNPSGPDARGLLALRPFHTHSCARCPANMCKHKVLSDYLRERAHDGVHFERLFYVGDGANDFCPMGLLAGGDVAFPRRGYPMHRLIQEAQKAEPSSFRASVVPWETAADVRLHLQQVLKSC
# MEKK3 PB1 HTS = modulators of MEKK3-MEK5 PB1 binding, primary screen, biochemical, wildtype MEKK3, multiplex bead flow cytometry, Alexa488-MEK5. binding response (% of control), % at 10 µM. AID 1529, 2009. 290,000 compounds, 1.4% hits. bead-based flow cytometry, Alexa488-MEK5 binding to MEKK3; actives lie on both sides; 0 = blocked by unlabeled MEK5, 100 = vehicle;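 active = binding response more than 3 SD above or below the average of its plate-row segment, actives on both sides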;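 note: Alexa488 bead fluorescence after subtracting the streptavidin-only scavenger bead signal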
# GPR7 antag = GPR7 receptor antagonists, primary screen, cell-based, fluorescence, single concentration | GPR7-expressing cells, fluorescence antagonist assay | inhibition, % at 4.4 µM | 290,000 compounds, 1.1% hits; in the data active = inhibition above about 16%, passing the limit was not always enough;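 note: cells stimulated with the agonist NPW; 0% = agonist with vehicle and 100% = vehicle without agonist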
# Target sequence (P48145 whole entry, looked up): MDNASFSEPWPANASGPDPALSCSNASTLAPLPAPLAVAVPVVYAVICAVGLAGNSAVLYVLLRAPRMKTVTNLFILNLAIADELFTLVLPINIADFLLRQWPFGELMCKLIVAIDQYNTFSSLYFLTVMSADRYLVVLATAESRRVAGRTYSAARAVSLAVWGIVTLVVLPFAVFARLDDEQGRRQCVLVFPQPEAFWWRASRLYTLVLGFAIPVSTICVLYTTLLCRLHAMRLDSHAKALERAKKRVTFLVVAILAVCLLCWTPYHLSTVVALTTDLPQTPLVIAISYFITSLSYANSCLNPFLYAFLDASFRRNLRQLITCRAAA
# MEKK2wt PB1 HTS = modulators of MEK5 binding to wildtype MEKK2, primary screen, biochemical, multiplex bead flow cytometry, Alexa488-MEK5. Alexa488-MEK5 binding to MEKK2 WT; actives lie on both sides. 290,000 compounds, 1.1% hits. Mitogen-activated protein kinase kinase kinase 2 (Homo sapiens), Q9Y2U5. binding response (% of control), % at 10 µM; in the data active = binding response below about 67% or above about 130%
# Numbers without * were called inactive; / = not tested or not shown.
# Screens in order – M18AAP inhibitor	MEKK2mut PB1 HTS	OXTR agonist	NALP1 yeast inh	DNA FID counter	PHOSPHO1 block	MEKK3 PB1 HTS	GPR7 antag	MEKK2wt PB1 HTS
> COC1=C(c2ccccc2)C(=O)c2ccccc2C1=O
→ 12	-2	-1.9	41	1	-11	93	-9	93
> Cc1ccc(C(C)(C)C)cc1S(=O)(=O)Nc1cccc(S(=O)(=O)NC2=NCCC2)c1
→ -7	-4	1.2	34	-35	3	88	-8	90
> CCCCNC(=O)CSc1nc2ccc(NC(=O)CSc3nnc(COc4ccccc4C)n3C)cc2s1
→ -1	/	0.0	-6	-5	74*	/	8	/
> Cc1ccc(C(C(=O)NC(C)(C)C)N(C(=O)c2csnn2)C2CC2)cc1 (configuration not stated)
→ -1	3	-1.3	-24	-23	4	112	-10	98
> CCOc1ccc(CC(=O)NNC(=S)NCCc2ccccc2)cc1
→ 5	-3	-0.5	9	-15	2	95	-5	93
> CCn1c(CC(=O)Nc2cccc(OC)c2)nnc1SCC(=O)Nc1nccs1
→ -2	3	0.0	/	-17	-14	104	-7	103
> O=C(O)CCN1C(=O)C2CCCCC2C1=O (configuration not stated)
→ 7	2	0.4	-1	-2	-7	105	-2	107
> COc1ccc(C2CC(c3ccc(Cl)cc3)Nc3nc(NC(=O)c4ccco4)nn32)cc1 (configuration not stated)
→ 0	9	/	-60	1	-20	115	-3	97
> CN(C(=S)NC(=O)CCCOc1ccc(Cl)cc1Cl)c1ccccc1
→ -4	-13	-1.0	-5	-8	35	77	-4	75
> Cc1oc2cc(O)ccc2c(=O)c1-c1ccccc1
→ -9	-2	1.2	3	-3	11	108	-6	101
> Cc1nc2c(=O)n(C)c(=O)n(C)c2nc1Cl
→ -3	-3	-2.0	94*	-1	-4	99	3	98
> CSc1nnc(-c2ccc([N+](=O)[O-])cc2)o1
→ 0	-7	-1.7	0	4	45	99	-6	103
> CCN1CCN(c2cc(C)c3cc(NC(=S)N(CC)CC)ccc3n2)CC1
→ 5	15	1.0	6	14	-57	102	-5	134
> COC(=O)C1=C(C)N=C2SCCC(=O)N2C1c1ccc(C(=O)OC)cc1 (configuration not stated)
→ -2	7	0.8	24	-8	4	98	1	97
> COc1ccc(-c2nn(C)c(=O)c3ccccc23)cc1NC(=O)COc1ccc(C)cc1
→ 1	2	-0.9	7	-5	42	102	-15	98
> CCc1ccccc1NC(=O)CN(C1CCCCC1)S(C)(=O)=O
→ -3	-2	0.0	17	-14	13	95	4	94
> COc1ccc(C(=O)NCCSCc2cccc(Cl)c2)cc1OC
→ -2	4	/	-10	-27	15	103	-16	111
> O=C(CSc1ccc(F)cc1)Nc1ccc(C2SCCS2)cc1
→ 4	-3	-1.3	-6	-5	27	95	-9	94
> Cc1ccccc1CNC(=O)c1cc2ccccc2o1
→ 3	6	-2.4	/	-9	/	108	3	108
> COc1ccc(C2CCCN2C(=S)Nc2cccc(Cl)c2)cc1OC (configuration not stated)
→ -4	-10	3.0	9	-11	-32	104	2	96
> Cc1cc(C)c(S(=O)(=O)c2ccccc2C(=O)O)c(C)c1
→ 4	6	0.7	22	-2	4	126*	-4	124
> CC(C)N(C(=O)Cn1cnc2cc([N+](=O)[O-])ccc2c1=O)C(C)C
→ 7	-3	-1.0	0	5	2	100	15	98
> OCCNc1nc(Nc2cccc(O)c2)nc2ccccc12
→ 3	24	0.1	/	10	28	117	-12	131
> COC(=O)c1ccccc1NC(=S)NC(=O)CC(C)C
→ -3	1	-1.6	-1	-7	-99	105	1	102
> CSc1nccc(-c2nn(-c3ccc(C)cc3)ccc2=O)n1
→ 6	7	-1.5	3	-10	22	111	10	112
> COC(=O)C1=C(C)N=c2s/c(=C3\C(=O)Nc4ccccc43)c(=O)n2C1c1ccccc1 (configuration not stated)
→ -4	/	/	6	2	0	/	-9	/
> Cc1ccc(-n2c(-c3cc(C)n(C)n3)n[nH]c2=S)cc1
→ 9	4	-0.3	1	-11	46	105	-5	108
> C=C(c1ccccc1Cl)[n+]1ccccc1
→ -1	3	1.1	8	-5	-8	103	-17	107
> CCc1n[nH]c2c1C(=O)CC(C)(C)C2
→ -6	9	0.1	23	4	-7	99	-8	101
> C=CCOC(=O)CCC(=O)Nc1cccc2ccccc12
→ 0	5	-0.9	15	-1	-22	103	6	101

# Records listed so far that bear a hit mark in NALP1 yeast inh.
SMILES	M18AAP inhibitor	MEKK2mut PB1 HTS	NALP1 yeast inh	PHOSPHO1 block	MEKK3 PB1 HTS	GPR7 antag	MEKK2wt PB1 HTS
Cc1nc2c(=O)n(C)c(=O)n(C)c2nc1Cl	-3	-3	94*	-4	99	3	98

# Additional entries:
# Screens in order – M18AAP inhibitor	MEKK2mut PB1 HTS	OXTR agonist	NALP1 yeast inh	DNA FID counter	PHOSPHO1 block	MEKK3 PB1 HTS	GPR7 antag	MEKK2wt PB1 HTS
> CN(N)C(=S)Nc1ccc(F)cc1
→ 11	2	0.0	12	-1	-85	99	-13	102
> CCOC(=O)Cc1cc(=O)[nH]c(/N=C(/NC(=O)c2ccccc2)Nc2ccccc2C(F)(F)F)n1
→ 4	-1	-0.4	5	0	1	101	-6	98
> O=C(N/N=C/c1cc2c(cc1Br)OCO2)C1COc2ccccc2O1 (configuration not stated)
→ -13	-1	-0.3	-10	-5	37	81	-4	86
> CCCC(C)NC(=O)COC(=O)c1ccccc1SCC(=O)NC(C)CCC (configuration not stated)
→ -14	-3	-2.3	0	-30	27	95	-3	87
> Brc1c(NC2=NCCN2)ccc2nccnc12
→ 1	-3	/	19	2	6	96	-15	96
> CC(Oc1cccc(Cl)c1)C(=O)NC1CC(C)(C)NC(C)(C)C1 (configuration not stated)
→ -5	6	-0.4	6	4	-1	100	-8	107
> Cc1ccc(C(=O)CCC(=O)Nc2ccc(Cl)c(S(=O)(=O)Nc3cccc(Cl)c3)c2)cc1
→ -11	-1	0.4	34	-3	-10	96	5	96
> C/C(=N\NC(=O)CNC(=O)c1ccco1)c1ccc(Br)cc1
→ -1	-9	0.8	11	-14	19	94	24*	88
> CCn1c(C)nc2cc(C(=O)NNS(=O)(=O)c3c(C)c(C)cc(C)c3C)ccc21
→ 10	0	1.4	11	-16	7	103	-5	103
> CCn1c(N2CCN(C(=S)NCCc3ccccc3)CC2)nc2ccccc21
→ 1	-3	9.0	2	-17	-33	96	-8	93
> O=C(CSc1nnc2c(Cl)cc(C(F)(F)F)cn12)N(Cc1ccccc1)Cc1ccccc1
→ -1	-2	-1.5	20	-32	-5	92	-1	92
> Cc1cc(C)cc(Nc2ccc(C(=O)O)cc2[N+](=O)[O-])c1
→ 5	-6	-1.2	-6	-24	20	89	-15	90
> COc1cccc(C2c3[nH]c4ccccc4c3C[C@H]3C(=O)N(c4ccccc4C(=O)NCCCN4CCOCC4)C(=O)N23)c1 (some centres not stated)
→ 9	0	0.4	20	45*	29	97	19	105
> CCOC(=O)C(=O)Nc1nc(-c2ccccc2)c(-c2ccccc2)o1
→ 1	-1	-0.7	12	-26	-2	101	-4	100
> Cc1cc(C)cc(NC(=S)N(Cc2ccc(Br)cc2)Cc2ccc(C(=O)O)cc2)c1
→ -6	-4	0.0	-10	-30	-31	100	-9	92
> COC(=O)c1ccc(COc2ccccc2/C=C/C(=O)c2ccc(OCC(=O)O)cc2)cc1
→ 5	11	2.9	1	-1	20	107	-4	107
> Cc1noc(C)c1CSc1nc2sc3c(c2c(=O)n1C)CCCC3
→ 10	-6	-1.2	15	-13	-2	98	3	96
> O=[N+]([O-])c1cc(-c2ncccn2)c([N+](=O)[O-])s1
→ -49	0	-1.7	29	4	2	100	-7	99
> O=C(COc1ccccc1C(=O)N/N=C\c1ccc(O)c(O)c1)N/N=C/c1ccc(O)c(O)c1
→ 76*	/	-1.9	1	-14	30	/	-13	/
> Cc1cc(C(F)F)n2nc(C(=O)Nc3ccc(F)cc3F)nc2n1
→ 6	2	-0.9	6	-3	2	95	1	96
> Cc1ccc(-c2nc3ccccc3o2)cc1NC(=O)Cc1cccs1
→ -2	/	-0.3	-1	-2	38	/	-1	/
> Clc1cnc(N/N=C/c2cccs2)c(Cl)c1
→ 12	8	-1.9	37	-2	12	105	2	105
> N#CCOc1ccc2oc(-c3ccco3)cc(=O)c2c1
→ 1	6	-0.5	23	-5	-2	104	-8	102
> O=C(N/N=C/c1ccc(OCc2ccccc2)cc1)c1cccs1
→ -16	-1	0.8	11	0	46	100	17	93
> O=C(Nc1ccccc1)n1cc(-c2ccccn2)c(N2CCOCC2)n1
→ -12	-8	0.3	9	-7	57	104	3	97
> Cc1ccc(C2C(C#N)=C(N)OC3=C2C(=O)CCC3)s1 (configuration not stated)
→ 21	-7	-0.3	-8	-4	3	114	4	100
> CC12CN3CC(C)(CN(C1)C3c1ccc3c(c1)OCO3)C2=O (configuration not stated)
→ -2	-1	/	8	-4	1	100	-11	101
> O=C(NC1(C(F)(F)F)NC(=O)N(Cc2ccco2)C1=O)c1cccs1 (configuration not stated)
→ -5	1	1.4	-11	-6	6	103	-5	100
> Cc1cc(S(=O)(=O)NC2CCCCC2)ccc1OCC(=O)NCc1cccnc1
→ -2	-4	-0.5	19	-32	13	66	-6	80
> Cc1cccc(C)c1NC(=O)/C(C#N)=C/c1ccsc1
→ 2	-1	-2.0	35	0	7	95	-1	96
> COc1cccc(Nc2nc(N)c([N+](=O)[O-])c(NCc3ccco3)n2)c1
→ -11	-10	-2.8	/	0	3	98	-23	98
> COc1ccccc1C1CCN(Cc2ccc(Cl)cc2Cl)CC1
→ 10	-4	1.7	14	-1	6	103	5	110
> O=C(Nc1ccccc1-c1nc2ccccc2s1)c1cccnc1Cl
→ -13	-10	0.2	33	0	6	79	11	80
> Oc1ccc(Cl)cc1C=Nc1ccccc1Br
→ -10	-1	-0.4	28	-5	8	93	-9	94
> CCOC(=O)/C=C1\SCC(=O)N1CCOc1cccc(Br)c1
→ -1	/	-2.2	6	-21	3	/	16	/
> O=C(N/N=C\c1cc(Br)c(Br)o1)c1cncc(Br)c1
→ -5	-1	0.7	25	2	-4	123	0	100
> C=CCN(CC=C)CC(=O)Nc1ccc(S(N)(=O)=O)cc1
→ -1	2	1.1	4	0	17	95	-6	94
> COc1ccc(CNCc2cccn2C)cc1
→ 1	28*	-0.9	15	2	25	111	-14	120
> CN(Cc1ccccc1)C(=O)c1cnc2n(c1=O)CCS2
→ 2	9	0.2	20	0	-5	81	-12	111
> O=C(CNCc1ccc(F)cc1)Nc1ccccc1[N+](=O)[O-]
→ 1	-1	0.2	1	1	28	101	4	100
> CC(C)CNS(=O)(=O)c1ccc(S(=O)(=O)N2CCN(C3CCCC3)CC2)cc1
→ 4	0	2.3	16	-5	43	100	-1	102
> CC/C(C)=C1\SC(N2CCOCC2)=NC1=O
→ -4	6	-0.2	5	1	5	103	-20	106
> COCCNC(=O)CSc1nc(-c2ccccc2)cs1
→ -8	5	-0.2	8	-12	14	103	13	107
> COc1ccc(CC(=O)N2CCC3(CC2)NCCc2[nH]cnc23)cc1
→ 2	1	0.5	20	1	18	103	-2	101
> Cn1ncc2c(Nc3cccc(Cl)c3)nc(Nc3cccc(Cl)c3)nc21
→ -2	17	-1.2	39	10	46	109	-24	123
> COc1cccc(NC(=O)CCC2CCN(C(=O)Cc3cccc(F)c3)CC2)c1
→ -21	5	-0.8	15	-40	12	103	-14	109
